HSF1 inh – HSF1 inhibition | hit rate 0.77% among 300,000 | NIH3T3-HGL HSE-luciferase, MG132-induced, luminescence 8 h; stronger effect = lower value | AID 2098 | activity change, negative = inhibition, % at 7.5 µM (by protocol);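 active means more than half of replicate wells show activity change below -50%, luminescence cut by over half; inconclusive means some wells, but at most half, below -50%; inactive means no replicate well below -50%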;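 further: luciferase reports HSF-1 transcriptional activity via heat shock element; 0% = median of DMSO wells and -100% = zero luminescence signal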
GSK3B inh – blocks human GSK3beta kinase activity; hit rate 0.038% among 300,000; GST-GSK3beta kinase, ADP-Glo luminescence, 60 min; stronger effect = lower value; P49841; activity score (negative = inhibition), % at 10 µM; AID 2097;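 active means more than half of replicate wells score below -50%, meaning over 50% inhibition versus plate controls; inconclusive means some replicates but at most half score below -50%; inactive means no replicate scores below -50%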;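 further: 0% = median DMSO wells and -100% = median GW8510 positive control wells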
Target sequence (P49841 whole entry, looked up): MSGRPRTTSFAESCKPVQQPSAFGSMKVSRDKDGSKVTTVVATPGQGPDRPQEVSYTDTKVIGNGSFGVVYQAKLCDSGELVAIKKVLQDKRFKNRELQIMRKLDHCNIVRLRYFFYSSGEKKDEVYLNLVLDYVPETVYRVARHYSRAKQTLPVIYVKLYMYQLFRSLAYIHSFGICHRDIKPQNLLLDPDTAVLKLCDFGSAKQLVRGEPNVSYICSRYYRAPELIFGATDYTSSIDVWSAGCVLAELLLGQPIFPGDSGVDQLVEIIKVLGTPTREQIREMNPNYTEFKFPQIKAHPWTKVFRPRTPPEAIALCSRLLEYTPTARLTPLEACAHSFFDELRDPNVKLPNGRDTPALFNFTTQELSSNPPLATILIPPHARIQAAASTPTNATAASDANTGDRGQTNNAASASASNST
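Assay system: GST-fused GSK3beta enzyme, cell-free / Medium: Tris pH 7.5 buffer with MgCl2, DTT, BSA, heparin / Also added: peptide substrate plus 25 µM ATP (final) / Compound: 10 µM single point / Timing: kinase reaction with compound 60 min at room temperature / Detection: ADP-Glo luminescence / Benchmarks: DMSO neutral wells and GW8510 at 20 µM as positive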
IEC-6 cytotox – IEC-6 cytotoxicity, counter-screen for KLF5 inhibitors. hit rate 0.78% among 290,000. luminescence viability. inhibition, % at 5 µM. AID 1825; in the data active means inhibition above about 22%;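 further: 0% = plate median of test compound wells and 100% = cytotoxic reference compound wells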
HSF1 activator – increases HSF-1 driven luciferase reporter signal. NIH3T3-HGL HSF-1 luciferase reporter, MG132, 8 h; 100% = twice DMSO control signal. activation, % at 9 µM. hit rate 1.7% among 300,000. AID 504408;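 active means mean replicate activation of at least 50% with a set share of replicates each reaching 50%; inconclusive means only one of those two conditions met; inactive means mean below 50% and too few replicates reaching it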;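 further: 0% = median of the neutral control wells and 100% = twice that signal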
HIF act – HIF pathway transcriptional activation; U2OS HRE-luciferase reporter, luminescence; normalized: DMSO 0%, desferrioxamine 100%; activation, % at 7.5 µM (by protocol); hit rate 0.32% among 300,000; AID 1910;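 active means mean activation of at least 10% of the iron chelator positive control signal, with at least half of replicates also reaching 10%; inconclusive means mean and replicate majority disagree about reaching 10%; inactive means mean and most replicates under 10%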
AI-2 QS modul – modulates the Vibrio harveyi AI-2 quorum sensing system; Vibrio harveyi JMH597 AI-2 luminescence/OD600 ratio, 9 h; stronger effect = lower value; strain lacks LuxN and CqsS sensors; 0 = neutral-control median; activity change, % at 7.5 µM; hit rate 0.4% among 300,000; in the data active means activity change below about -75%, passing the limit was not always enough; inconclusive means no clear call, values can overlap the other calls;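 further: luminescence divided by OD600 gain over 9 h not by final OD600 alone; inactives centre near 13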
HSP90 inh – HSP90 refolding inhibition in rabbit reticulocyte lysate | inhibition, % at 5.6 µM | AID 1789 | luciferase refolding luminescence, 3 h | hit rate 0.91% among 290,000;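 active means inhibition above the screen-wide mean plus 3 SD, computed separately per campaign, cut at about 16% in these data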;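 further: 0% = DMSO wells and 100% = 60 µM geldanamycin wells; inhibitors lower the luminescence because luciferase stays unfolded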
GSK3 alpha inh – blocks human GSK-3 alpha kinase. P49840. inhibition, % at 10 µM. hit rate 0.1% among 320,000. AID 2650. ADP-Glo luminescence, 60 min;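 in the data active means inhibition above about 50%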;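 further: GST-tagged GSK-3 alpha with peptide substrate and 25 µM ATP; 0% = DMSO neutral wells and 100% = GW8510 positive control wells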
Target sequence (P49840 whole entry, looked up): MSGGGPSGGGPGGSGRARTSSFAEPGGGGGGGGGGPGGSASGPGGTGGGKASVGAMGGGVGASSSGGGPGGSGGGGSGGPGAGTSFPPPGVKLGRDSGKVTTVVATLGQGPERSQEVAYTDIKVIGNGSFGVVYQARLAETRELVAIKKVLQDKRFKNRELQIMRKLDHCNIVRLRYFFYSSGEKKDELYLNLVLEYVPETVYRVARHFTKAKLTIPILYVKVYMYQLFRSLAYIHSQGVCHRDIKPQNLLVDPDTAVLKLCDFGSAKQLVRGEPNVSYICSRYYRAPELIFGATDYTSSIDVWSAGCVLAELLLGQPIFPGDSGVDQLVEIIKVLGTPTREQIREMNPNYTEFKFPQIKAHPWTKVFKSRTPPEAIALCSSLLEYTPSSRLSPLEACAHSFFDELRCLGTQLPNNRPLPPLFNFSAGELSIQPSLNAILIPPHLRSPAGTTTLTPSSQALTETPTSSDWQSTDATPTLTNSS
KLF5 inh – suppresses KLF5 promoter-driven expression. DLD-1 KLF5 promoter-luciferase reporter, luminescence. inhibition, % at 5 µM. hit rate 0.23% among 290,000;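 active means inhibition above a per-plate limit of that plate's mean compound inhibition plus 3 SD, cut at about 60% in these data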;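 further: 0% = DMSO wells and 100% = LY294002 at 200 µM; higher means less KLF5 promoter-driven luciferase light; inactives centre near -14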
aSyn 5UTR inh – 5' untranslated region of α-synuclein, MLPCN primary screen; hit rate 0.82% among 300,000; inhibition, % (tested at 7.5 µM); AID 1813; alpha-synuclein 5'UTR reporter, inhibitor activity; in the data active means inhibition above about 60%; inconclusive means no clear call, values can overlap the other calls;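 further: H4 neuroglioblastoma cells stably carrying SNCA 5'UTR luciferase fusion; 0% = DMSO wells and 100% = positive control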
Numbers without * were called inactive; u = inconclusive; x = no result given.

cpd	Molecule	HSF1 inh	GSK3B inh	IEC-6 cytotox	HSF1 activator	HIF act	AI-2 QS modul	HSP90 inh	GSK3 alpha inh	KLF5 inh	aSyn 5UTR inh
1	CC(=O)Nc1ccc(NC(=O)c2sc(-c3ccccc3)nc2C)cc1	0.1	-1.8	5.9	10.8	-0.5	7.5	2.8	-2.9	-22.9	-3.1
2	CCn1c(SCC(=O)Nc2nc(C)cs2)nnc1-c1ccncc1	-0.8	0.0	-3.4	13.2	0.0	18.2	-5.0	1.7	-9.3	1.3
3	Cc1cc(C(=O)CN2C(=O)NC(c3ccccc3)(c3ccccc3)C2=O)c(C)n1Cc1ccco1	23.0	-2.2	-0.5	32.5	-0.3	11.4	10.0	-2.5	-6.5	11.1
4	Cc1ccc(-c2[nH]ncc2C(=O)c2cccc(F)c2)c(O)c1	17.3	-1.2	-4.9	u	-25.6	u	6.6	3.8	-8.1	-11.6
5	CCOC(=O)/C=C1\SCC(=O)N1CC(=O)NCc1cccc(Cl)c1	-4.7	-3.1	1.2	-5.6	0.2	25.5	2.2	1.2	-18.0	-1.5
6	CC(=O)Nc1cccc(CNCc2cccc(NC(C)=O)c2)c1	-3.7	0.7	-6.0	0.1	0.2	-2.4	-0.8	x	-11.5	-4.0
7	O=C(NCCCN=C1NS(=O)(=O)c2ccccc21)c1ccncc1	-6.1	-10.3	-1.1	-2.9	-0.2	8.1	-2.4	4.9	-31.4	5.0
8	O=Cc1ccc(C(=O)OCC(=O)NCCC2=CCCCC2)cc1	-14.0	2.4	x	-10.0	-0.5	-3.3	x	0.3	x	4.5
9	CCN1CCN(c2nc(C)c3c(n2)CCCC3=O)CC1	-5.8	2.3	6.6	-8.8	0.0	4.3	0.2	2.0	-29.2	-40.1
10	CC(C)(C)N1OC2CC1c1nc3ccccc3n1C2 (centres undefined)	-0.1	-1.0	x	0.3	-0.1	20.3	x	-0.9	x	25.0
11	Cc1c(C(=O)NCc2ccccn2)oc2ccccc12	13.3	-3.0	0.1	15.2	1.9	15.0	1.2	0.0	-94.3	-137.9
12	O=C(CCCN1C(=O)c2cccc3cccc(c23)C1=O)NCc1cccs1	-3.9	0.7	2.6	-14.9	2.4	12.3	0.9	-0.5	-28.0	18.5
13	Cc1ccsc1/C=N/NC(=O)CN1CCN(S(=O)(=O)c2ccc(Br)cc2)CC1	7.7	-1.2	7.1	-2.8	-0.4	20.1	3.5	-0.5	5.6	6.9
14	COc1ccccc1N1CCN(C(=O)c2ccc3c(=O)n(Cc4ccc5c(c4)OCO5)c(=O)[nH]c3c2)CC1	-1.0	-2.6	-1.7	-2.1	x	1.6	10.0	x	-34.3	11.2
15	CC(=O)N/C(=C\c1ccccc1)C(=O)OCc1cc(C)ccc1C	-8.5	-5.4	-17.6	14.8	-0.1	16.2	1.0	-3.1	-1.6	12.4
16	COc1ccc(/C=N/NC(=O)c2ccc(CSc3nc(C)cc(C)n3)cc2)c(OC)c1OC	-2.4	1.4	2.2	8.3	-0.1	30.6	0.6	-2.2	-35.1	1.7
17	COC(=O)C1=C[C@@H](C(=O)OC)[C@@H]2C3=C(C(=O)C2(C)C)[C@H](C)n2c(=O)n(-c4ccccc4)c(=O)n2[C@@H]3C1	0.5	4.1	x	14.2	-0.2	9.4	x	-0.7	x	-10.5
18	COc1ccc(Br)cc1/C=N/n1c(-c2ccccc2)n[nH]c1=S	2.7	-4.2	4.8	-12.5	1.5	3.6	4.2	1.5	-6.0	0.2
19	CCCCOC(=O)C1Cc2ccccc2C(=O)O1 (centres undefined)	0.2	0.7	-5.2	-0.5	0.4	13.9	-0.5	7.5	-12.3	36.4
20	CCOC(=O)Cc1c(C)nc2cc(-c3ccc(C)cc3)[nH]n2c1=O	2.9	-2.9	3.3	41.7	0.8	4.8	0.7	-3.2	-7.7	-34.1
21	COc1ccccc1N1CN(CCc2ccccc2)CNC1=S	-0.2	-0.3	-2.5	-6.1	1.9	14.6	3.2	0.4	-16.4	9.6
22	O=S(=O)(Nc1ccc(N2CCCCC2)cc1)c1ccc(F)cc1	-1.2	-0.2	0.9	21.7	0.1	19.3	1.0	-5.3	-16.7	-25.3
23	CCC(c1nnnn1Cc1ccc(OC)cc1)N1CCN(c2ccc(OC)cc2)CC1 (centres undefined)	7.6	0.9	-6.8	-0.4	0.1	10.4	0.9	-0.4	-13.0	-2.2
24	CCCCCc1c(C)nc(Nc2ccccc2)[nH]c1=O	4.9	0.2	2.0	9.1	0.2	23.9	-1.5	-3.9	8.3	-38.6
25	N#Cc1c(-c2ccccc2)nc(SCC(=O)N(c2ccccc2)c2ccccc2)[nH]c1=O	-0.8	6.7	-2.9	-2.2	-1.2	28.5	-4.3	-9.2	-14.0	-11.6
26	CC1(C)CC(N(Cc2ccccc2)C(=O)Cc2ccccc2)CCO1 (centres undefined)	1.8	1.9	2.0	16.9	-0.4	17.8	3.2	-0.9	-13.3	4.3
27	CCN(Cc1ccncc1)C(=O)CCc1ccccc1	-7.3	2.3	1.8	-11.0	0.1	14.4	-3.9	-1.8	0.1	3.6
28	CCN(c1ccccc1)S(=O)(=O)c1ccc(OC)c(NC(=O)CNCCc2ccccc2)c1	9.6	3.9	0.3	21.0	-0.5	19.4	-0.2	-1.3	-18.1	13.6
29	N/C(=N/S(=O)(=O)c1ccccc1)c1cccc([N+](=O)[O-])c1	0.9	-0.2	0.2	27.2	-0.4	-16.1	-1.0	-0.3	-4.7	-5.4
30	O=C(CSc1nccn1-c1ccccc1)NCc1ccc2c(c1)OCO2	-9.2	-2.5	-1.8	-10.1	0.2	18.3	-1.0	-0.5	-21.3	-3.1
31	O=c1c2oc3ccccc3c2ncn1Cc1ccccc1Cl	10.8	0.2	37.0*	26.6	1.1	1.8	-4.6	-0.5	-18.1	-9.0
32	CCCOc1ccc(Cl)cc1Nc1nc(NCCO)nc(N2CCCC2)n1	1.5	1.7	x	1.2	-0.1	10.0	x	-4.0	x	4.2
33	COc1ccc(OC)c(S(=O)(=O)Nc2ccc(C(N)=O)cc2)c1	-6.0	2.9	-1.7	-7.6	0.0	34.8	-0.8	-2.3	-1.8	16.6
34	CC(C)C(NC(=O)c1ccccc1F)C(=O)NCCc1ccccn1 (centres undefined)	0.1	5.7	3.4	-12.3	0.2	8.9	-3.9	-1.6	-47.1	0.8
35	COCCNC(=O)/C(C#N)=C/C(C)=C/c1ccccc1	-1.0	1.0	-3.7	-0.3	0.7	-6.3	1.3	-1.2	-55.5	-24.9
36	CC(C)N(C(=O)CSc1nnnn1-c1ccc2c(c1)OCO2)C(C)C	-3.3	-4.1	1.8	-6.7	0.0	9.4	3.4	0.2	-11.1	-8.6
37	O=C(Nc1ccccc1N1CCCCC1)c1ccc(-c2ccc(Cl)cc2)o1	1.3	-1.6	-0.8	6.0	0.3	7.9	-3.7	-9.3	-0.5	99.1*
38	Cc1cc(Sc2nnc(N)s2)c2ccccc2n1	108.3	0.1	18.2	136.0*	8.4	23.7	4.9	-1.0	18.1	-56.4
39	COc1ccc(NC(=O)C(NC(=O)CNC(C)=O)c2ccc(C)cc2)cc1 (centres undefined)	u	-3.8	5.3	-75.6	-0.7	8.3	4.5	9.9	7.3	10.6
40	CCOC(=O)C1CCN(C(=O)Cn2nc(C)n3cccc3c2=O)CC1	-6.4	-6.1	5.4	0.1	0.6	0.0	3.2	-2.1	-27.1	-8.7
41	COc1ccc(C(=O)NCCC(=O)NCc2cc(=O)n(C)c(=O)n2C)cc1	-5.7	3.1	5.0	-27.5	-0.2	0.6	1.1	-1.8	-69.4	-3.7
42	Cc1cc(=S)[nH]c2c(C)cccc12	-9.8	-3.7	2.7	0.6	-0.2	25.0	-0.9	-1.0	-14.4	19.1
43	COc1ccccc1N(C(=O)c1snc(C(N)=O)c1N)C(C(=O)NC1CCCCC1)c1cccc(OC)c1OC (centres undefined)	11.7	-2.0	3.0	31.9	-0.5	-4.7	8.4	-0.7	-12.9	15.0
44	COc1ccc(/C=N/NC(=O)c2ccc(N(C)S(=O)(=O)c3ccccc3)cc2)cc1OC	-4.3	-0.1	-1.1	5.6	-0.2	10.8	1.9	-1.7	-5.7	20.1
45	O=C(NCc1cn2ccsc2n1)c1c(F)cccc1Cl	-10.5	-1.2	-7.4	-10.0	-0.4	10.2	-2.7	0.7	-11.5	5.9
46	C/C(=C\C(=O)c1ccc(Br)cc1)Nc1cccc(Cl)c1	0.7	-3.6	-1.3	10.9	-1.9	14.4	4.7	-6.5	-10.0	-79.8
47	CCOc1ncccc1C(=O)N(CC)CC(=O)NCc1ccc(F)cc1	-7.9	x	2.6	9.7	-4.7	x	1.7	-1.9	-23.6	-4.7
48	c1ccc2c(-c3cn4ccccc4n3)c[nH]c2c1	-3.6	-0.7	4.7	-10.5	4.4	3.8	-3.1	-2.9	-23.9	-280.6
49	COc1ccc(C2(C)NC(=O)N(CC(=O)NCc3ccccc3)C2=O)cc1OC (centres undefined)	3.1	-1.0	1.0	7.9	-0.4	20.4	1.2	0.0	-12.6	10.8
50	COc1ccc(NC(=O)Cn2nnc(C(=O)NCc3cccs3)c2N)cc1	-3.1	1.0	-7.3	-2.3	0.5	8.0	-4.5	-2.3	-24.0	17.6
51	CC(=O)Oc1ccc2c3c(c(=O)oc2c1)CCCC3	-9.8	0.3	-1.6	-19.8	-0.5	16.2	-0.8	2.8	-21.7	-17.2
52	Cc1cc2c(cc1C)NC(c1cccnc1)C1=C(CC(C)(C)CC1=O)N2 (centres undefined)	6.1	-5.9	-1.0	-6.4	0.0	30.9	1.3	0.3	2.3	1.5
53	CC1CCCN(S(=O)(=O)CCNC(=O)c2ccc3c(c2)OCO3)C1 (centres undefined)	-0.8	1.6	x	-3.6	-0.3	12.3	x	-1.0	x	-5.8
54	CCCC(c1nnnn1Cc1ccco1)N1CCC(C(N)=O)CC1 (centres undefined)	-8.6	1.3	-5.2	-11.9	0.4	13.7	0.8	0.7	-9.9	4.9
55	COc1ccc2c(C)c(CCC(=O)NC3CC3)c(=O)oc2c1C	9.3	2.9	-8.9	3.6	0.5	11.0	-6.2	5.2	-49.8	-50.5
56	NC(=O)CC(NC(=O)c1ccc(Br)cc1)c1ccc(N2CCN(c3ccc(F)cc3)CC2)c([N+](=O)[O-])c1 (centres undefined)	-2.3	2.2	x	1.5	-0.4	6.9	x	7.6	x	14.9
57	CCOC(=O)N1CCC(c2nc(C)sc2C(=O)O)CC1	-5.2	2.0	-3.5	0.1	0.0	12.2	-2.5	-0.4	-25.1	-3.7
58	Cc1ccc(N(C(=O)C(F)(F)F)C(C(=O)NC2CCCCC2)c2ccncc2)cc1C (centres undefined)	-3.7	2.3	-0.2	-19.0	0.4	18.7	-0.1	-19.8	-15.3	13.7

Bioassay records from PubChem BioAssay.
